# Screens deposited in PubChem BioAssay by several laboratories.
# Vif inh: HIV Vif self-association inhibitors, primary screen, imaging, HEK293T, single point | HEK293T cells, Vif self-association by quenched fluorescence, 24 h | inhibition, % at 7.49 µM | 340,000 tested, 0.35% active | AID 602346, 2012; in the data active = inhibition above about 50%, passing the limit was not always enough; also: some results filed as inactive read as strong as hits
# NR2E3 ag-1: NR2E3 agonists in two-hybrid cells, primary screen, cell-based, luminescence, CHO-S, Gal4-NCOR/VP16-NR2E3 | AID 602229, 2012 | inhibition of corepressor binding, % at 3.98 µM | luciferase | 360,000 tested, 0.35% active;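 active = inhibition above the mean of all tested compounds plus 3 SD, cut at about 70% in these data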;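 also: 0% = DMSO with NR2E3 transfected cells and 100% = cells lacking NR2E3 construct; higher means lower luciferase signal from less NR2E3 corepressor binding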
# Target sequence (Q9Y5X4 whole entry, looked up, the tested form may be a part): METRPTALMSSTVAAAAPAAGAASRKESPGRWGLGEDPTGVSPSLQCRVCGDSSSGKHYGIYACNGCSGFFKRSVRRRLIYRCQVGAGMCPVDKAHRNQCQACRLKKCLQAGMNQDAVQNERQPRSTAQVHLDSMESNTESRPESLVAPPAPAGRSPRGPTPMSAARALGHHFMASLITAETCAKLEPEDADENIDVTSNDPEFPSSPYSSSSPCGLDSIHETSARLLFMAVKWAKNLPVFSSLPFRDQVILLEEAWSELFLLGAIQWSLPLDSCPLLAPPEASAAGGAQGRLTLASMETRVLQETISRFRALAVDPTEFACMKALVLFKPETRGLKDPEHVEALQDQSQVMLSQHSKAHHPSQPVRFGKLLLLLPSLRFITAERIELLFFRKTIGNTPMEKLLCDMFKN
# aDG glyco up: activators of alpha-DG glycosylation, primary screen, uHTS, Pro5-aDG cells, AlphaScreen; activation, % at 10 µM; AID 624168, 2012; alpha-DG glycosylation AlphaScreen (IIH6); 0% Pro5, 100% B10-LARGE cell signal; 360,000 tested, 0.22% active;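 active = activation of at least 8% versus controls, or a plate z-score of at least 8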;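 also: Pro5 are CHO cells carrying HIG-tagged alpha-DG that lacks glycosylation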
# HIF-2a inh: HIF-2a reporter inhibitors, primary screen, luminescence, 786-0 RCC cells; AID 624352, 2012; 786-0 RCC cells HIF-2a reporter, luciferase luminescence, overnight; inhibition, % at 18.8 µM; 360,000 tested, 0.72% active;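 active = inhibition of the luminescence signal of 40% or more relative to plate controls, in a single-dose primary screen at 18.75 µM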
# Peg3 promoter: Peg3 promoter-driven luciferase inhibitors, primary screen, cell-based, HeLa, luciferase luminescence. AID 588405, 2011. inhibition, % at 20 µM. 360,000 tested, 1.7% active. HeLa PEG-Prom luciferase reporter, overnight;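 active = inhibition of at least 50% at 20 µM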
# hiPSC survival: enhancers of single-cell hiPSC survival, primary screen, ATPlite luminescence | survival enhancement, % at 20 µM | AID 602274, 2012 | 360,000 tested, 0.044% active | 100% = ROCK inhibitor wells, 0% = DMSO; in the data active = survival enhancement above about 18%;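 also: cells exposed to compounds for 16 hours before the ATP read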
# CaV13 ICDI inh: Primary screen for inhibitors of IQ motif and Ca2+-dependent inactivation inhibitor domain binding in CACNA1D, Förster resonance energy transfer in living cells, …; 340,000 tested, 0.098% active; inhibition, % at 12.3 µM; HEK cells, CFP/YFP FRET ICDI-IQ, plate reader, 10 min; percent FRET-ratio fall versus neutral wells;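 active = mean replicate inhibition of at least 30% and at least 1% of replicates passing that level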;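 also: 0% = median of the neutral control wells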
# NR2E3 ag-2: inhibitors of NR2E3-RetCOR corepressor binding, primary screen, NR2E3 agonist project, biochemical, TR-FRET, GST-NR2E3, biotin-RetCOR. Photoreceptor-specific nuclear receptor (Homo sapiens), Q9Y5X4. 1536-well. inhibition of corepressor binding, % at 4.78 µM. 320,000 tested, 0.12% active. AID 2300, 2010;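 active = percent inhibition above the cutoff of mean plus 3 SD of all tested compounds, set per screening campaign, cut at about 20% in these data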;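 also: 0% = DMSO wells and 100% = biotin wells as full block of FRET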
#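 system = GST-tagged NR2E3 plus biotinylated RetCOR corepressor | input = 1.35 nM GST-NR2E3 | also added = 7 nM biotin-RetCOR | schedule = 5 h incubation at 4 °C | measured by = TR-FRET with europium anti-GST and streptavidin-D2, 340 nm excitation | read-out = percent loss of FRET ratio relative to control wells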
# PDI turbidity: inhibitors of human PDI, primary screen, biochemical, turbidity, single point, plate reader | Protein disulfide-isomerase (Homo sapiens), P07237 | PDI insulin aggregation turbidity, A650, 90 min | inhibition, % at 10 µM | 350,000 tested, 0.052% active;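 active = mean inhibition across replicates of 30% or more, whatever share of single replicates reach that level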;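 also: absorbance from insulin aggregation driven by PDI reduction with DTT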
# Target sequence (P07237 whole entry, looked up): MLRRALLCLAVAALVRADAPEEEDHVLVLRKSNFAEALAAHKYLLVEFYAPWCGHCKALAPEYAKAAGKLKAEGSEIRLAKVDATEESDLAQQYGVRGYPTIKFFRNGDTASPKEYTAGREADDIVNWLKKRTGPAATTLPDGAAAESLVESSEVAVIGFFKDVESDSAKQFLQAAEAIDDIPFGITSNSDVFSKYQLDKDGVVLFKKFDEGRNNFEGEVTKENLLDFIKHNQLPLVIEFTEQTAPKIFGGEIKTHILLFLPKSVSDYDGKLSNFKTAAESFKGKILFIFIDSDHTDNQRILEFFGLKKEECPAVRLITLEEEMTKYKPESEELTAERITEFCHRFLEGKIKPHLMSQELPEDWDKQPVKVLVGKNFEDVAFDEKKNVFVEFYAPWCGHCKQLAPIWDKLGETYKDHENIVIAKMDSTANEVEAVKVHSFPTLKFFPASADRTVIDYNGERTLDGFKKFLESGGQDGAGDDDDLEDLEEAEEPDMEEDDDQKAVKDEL
# Granule exo inh: LAMP-1 surface exposure blockers, TALL-104 cells – cell-based, flow cytometry, MLPCN library, primary screen | inhibition, % at 10 µM | 360,000 tested, 0.66% active | TALL-104 LAMP-1 surface exposure; cells stimulated with thapsigargin and PMA | AID 651702, 2012;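 active = inhibition above about 55%, limit read from the data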
# TRPM1 prom inh: inhibitors of MITF-dependent TRPM1 promoter reporter, primary screen, cell-based, SK-MEL-5, single point, luciferase; SK-MEL-5 TRPM1 promoter luciferase, 24 h; inhibition, % at 12.5 µM; 330,000 tested, 0.83% active;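 active = mean inhibition across replicates of 60% or more, whatever share of single replicates reaches that level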; also: values of inactives mirror those of a sister screen read the other way
# Starred values were filed as active, the others as inactive; x = not tested or not shown. Not a hit list; overall some 3.5% were active at least once.
SMILES,Vif inh,NR2E3 ag-1,aDG glyco up,HIF-2a inh,Peg3 promoter,hiPSC survival,CaV13 ICDI inh,NR2E3 ag-2,PDI turbidity,Granule exo inh,TRPM1 prom inh
CC(=O)C1C(c2ccc(Cl)cc2)c2c(n[nH]c2C)CC1(C)O (configuration not stated),-4,-7,0.0,13,-65,1.9,-7,3,4,-1,14
COCCNC(=O)Cn1cnc2c(cnn2-c2ccc(OC)cc2)c1=O,1,-7,-0.1,14,10,1.2,-19,-1,-3,2,5
CCN(CC)CCCn1c2c(c(SCC(=O)Nc3cccc(C)c3C)nc1=O)CCC2,-15,18,0.0,8,-7,0.4,-4,-1,-3,-2,-11
O=S(=O)(Nc1ccccc1N1CCOCC1)c1ccccc1C(F)(F)F,-8,6,0.2,10,14,2.5,-3,x,6,-2,6
O=C(CCN1CCN(C(c2ccccc2)c2ccccc2)CC1)N/N=C/c1ccc(O)cc1,2,-19,-0.2,11,16,-0.6,-3,-2,4,13,-3
O=C(NCCOc1ccccc1)c1cc([N+](=O)[O-])ccc1N1CCOCC1,4,-57,0.0,8,28,0.6,-5,4,3,-2,16
Cc1ccccc1NC(=O)CN1CCC(n2nnc3ccccc32)CC1,-1,17,0.2,26,3,0.0,-5,2,6,-2,9
Nc1ccc(Oc2ccc3c(c2)OCO3)cc1,-1,-29,-0.1,-11,-45,-0.8,-3,-1,9,-1,10
COCCCn1c(C(=O)NCCC2=CCCCC2)cc2c(=O)n3cccc(C)c3nc21,-2,-16,0.2,-5,11,-0.3,-2,-1,4,9,-9
Cc1ccc(C(C)NC(=S)NC2CCCCC2)cc1C (configuration not stated),-9,21,2.1,13,33,-0.1,-6,x,3,-2,10
CCCSC1=C(C#N)C(c2cccs2)C(C(=O)Nc2ccccc2)=C(C)N1 (configuration not stated),6,-17,-0.1,5,8,-2.2,-5,1,-9,-4,-1
COC(=O)c1ccc(N2C(=O)C3C4C=CC(CC4)C3C2=O)cc1 (configuration not stated),1,-12,-0.1,15,10,0.3,-20,1,6,-4,-3
COc1ccccc1N1CCN(C(=O)c2cccc(N3C(=O)NC4CC3(C)Oc3c(OC)cccc34)c2)CC1 (configuration not stated),-3,-19,-0.1,1,14,-0.5,-3,-2,12,8,3
CNC(=S)N(Cc1ccc(OC)cc1)C1CC(=O)N(c2ccc(OC)cc2)C1=O (configuration not stated),x,-17,0.4,17,20,2.2,-3,5,0,-3,-3
COC(=O)c1cc(C(=O)OC)cc(N2C(=O)CC(NNC(=O)c3ccc(C)cc3)C2=O)c1 (configuration not stated),-18,10,-0.1,13,-3,-0.6,-4,-2,-24,8,-4
Cc1[nH]c2c(C)cccc2c1CCNC(=O)c1ccc2c(c1[N+](=O)[O-])C(=O)c1ccccc1C2=O,2,-30,-0.8,-10,103*,-4.5,-4,0,17,-4,10
Cc1ccccc1NC(=O)Cc1nc(COC(=O)CNS(=O)(=O)c2cccc(Br)c2)cs1,-8,-21,0.2,6,-8,1.0,-5,0,12,0,-2
CCOC(=O)CNC(=O)CSc1nc2cccnc2n1CC,x,4,-0.1,16,4,-3.3,-6,1,-9,-4,-8
Fc1cccc(NC(=S)NCCN2CCOCC2)c1,-13,-1,0.1,1,3,-2.4,-3,4,-9,-1,-2
COC(=O)CCC(=O)OC1(C)C(=O)C2=CN(CCc3ccccn3)C(c3ccc(OC)cc3)=CC2=C(Br)C1=O (configuration not stated),-5,-19,0.3,-5,-15,-1.1,x,1,3,1,-7
O=C(CNC(=O)c1ccco1)OCC(=O)c1ccc(Br)cc1,-5,6,-0.2,2,-8,1.6,-3,1,4,-12,-2
O=C(CSC1=Nc2ccccc2C2=NC(c3ccccc3)C(=O)N12)NCC1CCCO1 (configuration not stated),1,4,0.0,7,-23,1.3,x,1,-17,1,10
C=CCN1C=C2C(=O)C(C)(OC(=O)c3cnc4ccccc4n3)C(=O)C=C2C=C1/C=C/COC (configuration not stated),x,23,-0.1,2,7,2.0,-5,0,-11,29,3
O=C(CC1NCCNC1=O)OCc1ccccc1 (configuration not stated),2,-45,0.1,-23,-19,-1.9,-6,5,1,-1,-2
COc1ccc(NC(=O)CN2CCC(n3c(C)nc4cc(F)ccc43)CC2)c(OC)c1,x,-25,0.5,8,5,4.7,-5,3,1,1,5

# Entries above that have a nitro group on carbon, in the order listed:
SMILES,Vif inh,NR2E3 ag-1,aDG glyco up,HIF-2a inh,Peg3 promoter,hiPSC survival,CaV13 ICDI inh,NR2E3 ag-2,PDI turbidity,Granule exo inh,TRPM1 prom inh
O=C(NCCOc1ccccc1)c1cc([N+](=O)[O-])ccc1N1CCOCC1,4,-57,0.0,8,28,0.6,-5,4,3,-2,16
Cc1[nH]c2c(C)cccc2c1CCNC(=O)c1ccc2c(c1[N+](=O)[O-])C(=O)c1ccccc1C2=O,2,-30,-0.8,-10,103*,-4.5,-4,0,17,-4,10

# Shown as a hit in Peg3 promoter, among the entries above:
SMILES | Vif inh | NR2E3 ag-1 | aDG glyco up | HIF-2a inh | Peg3 promoter | CaV13 ICDI inh | NR2E3 ag-2 | PDI turbidity | Granule exo inh | TRPM1 prom inh
Cc1[nH]c2c(C)cccc2c1CCNC(=O)c1ccc2c(c1[N+](=O)[O-])C(=O)c1ccccc1C2=O | 2 | -30 | -0.8 | -10 | 103* | -4 | 0 | 17 | -4 | 10

# Next structures.
SMILES,Vif inh,NR2E3 ag-1,aDG glyco up,HIF-2a inh,Peg3 promoter,hiPSC survival,CaV13 ICDI inh,NR2E3 ag-2,PDI turbidity,Granule exo inh,TRPM1 prom inh
CC(=O)NC1C(=O)N=C(SCC(=O)Nc2c(C)cccc2C)NC1=O (configuration not stated),-3,12,-0.1,9,8,-0.6,-6,2,4,-1,-1
CC(=O)c1ccc(S(=O)(=O)NCc2ccc(C(=O)N(C)CC(=O)Nc3cccc(F)c3)cc2)cc1,-10,-14,-0.1,-4,6,-0.1,-7,0,3,11,10
COc1cc(C(=O)NCCc2cn3ccccc3n2)cc(OC)c1OC,-5,-12,0.1,11,17,1.9,8,3,x,-2,4
Cn1ncc([N+](=O)[O-])c1C(=O)Nc1ccn(Cc2ccccc2F)n1,1,7,-0.3,-1,-2,0.7,-8,3,-1,-1,-8
CCn1c(SCC(=O)c2ccc(Cl)cc2)nnc1-c1ccoc1C,-5,-10,0.3,-18,-8,-0.5,-5,1,-4,2,-13
C[C@@H]1CNC(=O)c2c(C(=O)NC3CCN(C(=O)OC(C)(C)C)CC3)ncn21,1,11,0.4,14,11,1.1,-9,x,x,8,x
Cc1[nH]c(C)c(S(=O)(=O)N2c3ccccc3CC2C)c1C(=O)N1CCCCC1 (configuration not stated),-7,-11,-0.2,13,0,0.6,-5,3,11,0,5
CNC(=S)NNC(=O)Cc1ccc(OC)cc1,0,4,-0.1,9,7,-0.2,-20,1,3,-1,-5
Cc1cc(C)c2c(=O)[nH]c(SCC(=O)N(C)C)nc2n1,-1,-9,0.0,10,16,-0.7,-9,2,19,4,6
CCn1c(=O)c(=O)[nH]c2cc(C(=O)NC3CC3)ccc21,5,10,-0.3,13,9,2.6,-5,-4,-5,0,6
CCCCNC(=O)NCC(=O)Nc1ccc(F)c(F)c1,x,9,0.0,6,8,-2.3,-4,1,-22,-1,-2
CNC(=O)CS(=O)(=O)CC(=O)Nc1cc(OCCOC)c(Cl)cc1Cl,3,-2,-0.1,12,-3,1.4,-4,1,9,1,5
O=C(COC(=O)/C=C/c1ccc(C(F)(F)F)cc1)NCC1CCCO1 (configuration not stated),6,-16,0.2,1,-3,0.3,-4,2,4,2,3
CC1CCN(C(=O)CSc2nnc(CNc3ccc(F)cc3)n2Cc2ccco2)CC1,1,5,-0.3,-5,-24,-0.8,x,-1,1,-4,5
Cc1ccccc1CN1CCN(C(=O)c2ccc(F)cc2)CC1,-4,24,-0.1,11,11,-0.6,-19,x,-1,-9,-3
CCn1nnc(NC(=O)c2ccccc2Br)n1,4,-20,-0.4,-78,-55,-2.2,-9,4,10,-1,-50
O=C(Cn1nc(CNc2ccc(Cl)cc2)[n+]2c1CCCCC2)c1ccc(Cl)cc1,-15,-4,-0.4,2,-1,0.5,-5,0,8,-1,1
N#CC1(c2ccccc2)CCC(NCCc2ccccc2)CC1 (configuration not stated),-3,21,0.6,7,6,-0.3,-15,2,-4,26,-14
O=C(CCS(=O)(=O)c1cccs1)Nc1ccc(C(=O)NCc2ccc(F)cc2)cc1,7,-14,0.0,11,11,1.5,-3,-1,-14,-3,-1
CC(C)(C)c1ccc(S(=O)(=O)Nc2ccc3c(c2)COC3=O)cc1,-6,8,0.7,8,24,0.4,-7,0,4,1,-3
CC(=O)OCCC(C)C,2,-4,0.0,6,17,-1.2,x,x,x,-2,1
COc1ccc(C(=O)NC(C)c2ccc(-n3ccnc3)cc2)cc1S(=O)(=O)N1CCOCC1 (configuration not stated),-1,28,0.1,1,5,2.8,-6,x,21,-6,-3
COc1ccc(N2C(=O)NC(=O)C2=O)cc1,13,2,0.0,10,16,0.8,-2,1,-12,-6,9

# Full records, looked up by structure. Order of values: Vif inh, NR2E3 ag-1, aDG glyco up, HIF-2a inh, Peg3 promoter, hiPSC survival, CaV13 ICDI inh, NR2E3 ag-2, PDI turbidity, Granule exo inh, TRPM1 prom inh
# `Cn1ncc([N+](=O)[O-])c1C(=O)Nc1ccn(Cc2ccccc2F)n1` is listed with 1, 7, -0.3, -1, -2, 0.7, -8, 3, -1, -1, -8
# `O=C(Cn1nc(CNc2ccc(Cl)cc2)[n+]2c1CCCCC2)c1ccc(Cl)cc1` is listed with -15, -4, -0.4, 2, -1, 0.5, -5, 0, 8, -1, 1

# Among those listed so far, these contain a tert-butyl group:
SMILES,Vif inh,NR2E3 ag-1,aDG glyco up,HIF-2a inh,Peg3 promoter,hiPSC survival,CaV13 ICDI inh,NR2E3 ag-2,PDI turbidity,Granule exo inh,TRPM1 prom inh
C[C@@H]1CNC(=O)c2c(C(=O)NC3CCN(C(=O)OC(C)(C)C)CC3)ncn21,1,11,0.4,14,11,1.1,-9,x,x,8,x
CC(C)(C)c1ccc(S(=O)(=O)Nc2ccc3c(c2)COC3=O)cc1,-6,8,0.7,8,24,0.4,-7,0,4,1,-3
